EBI2 antag: EBI2 receptor antagonists, beta-arrestin recruitment, primary screen, cell-based, luminescence, 7a,25-OHC stimulation, uHTS | 7a,25-OHC stimulated | AID 651636, 2012 | G-protein coupled receptor 183 (Homo sapiens), P32249 | inhibition, % at 5 µM | actives 0.81% (n = 360,000); in the data active = inhibition above about 38%;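 also: enzyme fragment complementation signal reports receptor beta-arrestin coupling in cells; 0% = agonist plus DMSO wells and 100% = wells without agonist; some results beyond the cut were filed as inactive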
CCR6 antagonist: CCR6 receptor antagonists, primary screen, cell-based, CHO-K1, luminescence, beta-arrestin, uHTS; C-C chemokine receptor type 6 (Homo sapiens), P51684; CHO-K1 CCR6 PathHunter beta-arrestin, CCL20-stimulated; inhibition, % at 20 µM; actives 0.49% (n = 340,000); AID 493098, 2011;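 active = compounds whose inhibition of the agonist-driven luminescence signal at 20 µM reaches about 50%, limit read from the data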;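 also: cells stimulated with CCL20 at 14 nM final; plate controls were DMSO with CCL20 for no effect and DMSO without agonist for full effect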
Target sequence (P51684 whole entry, looked up): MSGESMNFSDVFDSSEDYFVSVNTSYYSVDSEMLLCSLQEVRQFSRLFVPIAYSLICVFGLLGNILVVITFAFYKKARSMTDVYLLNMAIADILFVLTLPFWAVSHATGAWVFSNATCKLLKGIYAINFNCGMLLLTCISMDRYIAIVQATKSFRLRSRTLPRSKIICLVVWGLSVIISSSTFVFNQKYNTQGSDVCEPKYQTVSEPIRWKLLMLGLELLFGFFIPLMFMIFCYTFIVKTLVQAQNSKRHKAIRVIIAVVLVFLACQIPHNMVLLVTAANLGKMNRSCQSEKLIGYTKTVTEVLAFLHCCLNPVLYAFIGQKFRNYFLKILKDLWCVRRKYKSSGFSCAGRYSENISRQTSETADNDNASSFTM
Gli-Sufu antag: Gli-Sufu pathway antagonists, primary screen, luciferase luminescence, Sufu-KO-LIGHT cells, uHTS; inhibition, % at 5 µM; Sufu-KO-LIGHT fibroblasts, Gli luciferase reporter luminescence; actives 0.74% (n = 340,000);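 active = inhibition above about 55%, limit read from the data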;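 also: 0% = DMSO-treated cells and 100% = wells with medium but no cells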
CXCR6 inh: CXCR6 receptor inhibitors, primary screen, cell-based, beta-arrestin, luminescence, CHO-K1 PathHunter, 1536-well; inhibition, % at 20 µM; actives 0.36% (n = 360,000); C-X-C chemokine receptor type 6 (Homo sapiens), O00574; in the data active = inhibition above about 34%, passing the limit was not always enough;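 also: antagonist mode with CXCL16 agonist at 10 nM final; 0% = 10 nM CXCL16 with DMSO and 100% = unstimulated wells without agonist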
APJ antagonist: antagonists of human apelin receptor APJ, primary screen, CHO-K1 cells, beta-arrestin complementation, luminescence. P35414. inhibition, % at 20 µM. actives 0.32% (n = 330,000);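 active = inhibition above about 40% at 20 µM, limit read from the data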;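 also: cells challenged with 10 nM apelin-13 agonist together with compound; plate controls were apelin-13 plus DMSO wells for no effect and DMSO wells lacking apelin-13 for full effect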
APJ agonist: agonists of human apelin receptor APJ, primary screen, CHO-K1 cells, PathHunter beta-arrestin, luminescence; actives 0.11% (n = 330,000); 0% DMSO wells, 100% apelin; activation, % at 20 µM; AID 2520, 2010;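 active = activation more than six SD over the plate average, tested at 20 µM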;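 also: 0% = DMSO alone and 100% = apelin-13 at 10 nM; some results filed as inactive read as strong as hits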
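Incubation: overnight seeding, 90 min compound at 25 °C, 1 h detection; test system: PathHunter CHO-K1 APJ (AGTRL-1) beta-arrestin reporter cells; amount: 1000 cells/well; doses: one dose, 20 µM compound, 1% DMSO; measured by: beta-gal luminescence; measure: agonist-driven arrestin binding to APJ; benchmarks: negative DMSO alone, positive Apelin-13 at 10 nM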
UBC13 polyUb: UBC13 polyubiquitin chain formation inhibitors, primary screen, biochemical, TR-FRET, uHTS. inhibition, % at 20 µM. actives 0.47% (n = 330,000). AID 485273, 2010; in the data active = inhibition above about 45%, passing the limit was not always enough
Target sequence (P61088 whole entry, looked up): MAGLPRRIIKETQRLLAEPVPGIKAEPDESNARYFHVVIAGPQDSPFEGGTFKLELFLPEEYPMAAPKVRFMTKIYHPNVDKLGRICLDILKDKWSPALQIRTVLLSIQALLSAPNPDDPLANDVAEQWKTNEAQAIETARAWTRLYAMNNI
ATG4B inh: ATG4B protease inhibitors, primary screen, biochemical, fluorescence, uHTS; Cysteine protease ATG4B (Homo sapiens), Q9Y4P1; ATG4B cleavage of LC3-PLA2, NBD-HPC fluorescence, 1 h; inhibition, % at 8.33 µM; actives 0.51% (n = 340,000); AID 504462, 2011; in the data active = inhibition above about 40%
Target sequence (Q9Y4P1 whole entry, looked up): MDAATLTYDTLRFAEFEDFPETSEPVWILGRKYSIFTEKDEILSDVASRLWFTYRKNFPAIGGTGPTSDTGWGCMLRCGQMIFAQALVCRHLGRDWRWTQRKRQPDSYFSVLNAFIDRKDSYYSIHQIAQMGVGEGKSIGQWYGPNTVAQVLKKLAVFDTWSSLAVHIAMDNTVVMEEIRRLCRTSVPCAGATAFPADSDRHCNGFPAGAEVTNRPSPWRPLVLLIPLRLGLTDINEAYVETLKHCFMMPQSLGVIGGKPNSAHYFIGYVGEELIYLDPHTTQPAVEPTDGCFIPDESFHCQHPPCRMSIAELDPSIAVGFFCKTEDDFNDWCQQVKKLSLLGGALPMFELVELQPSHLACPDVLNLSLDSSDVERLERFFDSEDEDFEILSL
* hit, by the source's call; nt = not tested or not shown.

molecule,EBI2 antag,CCR6 antagonist,Gli-Sufu antag,CXCR6 inh,APJ antagonist,APJ agonist,UBC13 polyUb,ATG4B inh
CCCC(=O)Nc1cc(C(=O)N2CCC3(CC2)OCCO3)ccc1S(=O)(=O)c1ccc(C)cc1,0,0,5,9,12,-4,15,1
O=C(O)c1ccc(/C=C/c2nc3ccccc3c(=O)n2-c2ccc(Br)cc2)cc1,3,-5,16,-1,14,-1,-3,-9
COC(=O)c1ccccc1NC(=O)N1C[C@@H]2C[C@@H](C1)c1cccc(=O)n1C2,-5,-13,3,1,-2,-4,0,-10
CCC1CN1P(=O)(Oc1ccc(Cl)cc1)N1CC1CC (centres undefined),8,-6,2,1,nt,nt,nt,-8
COC1/C=C/C=C(\C)Cc2cc(O)c(Cl)c(c2)N(C)C(=O)CC(OC(=O)C(C)C)C2(C)OC2C(C)C2CC1(O)NC(=O)O2 (centres undefined),-10,14,54,0,nt,nt,nt,-1
O=C(Nc1ccc(F)cc1)c1c(O)c2c(n(Cc3ccccc3)c1=O)CCCC2,4,18,-1,-4,-5,-3,5,-2
Brc1ccccc1,5,2,-4,-12,7,-2,3,-12
Cc1ccc(C)c(-n2c(C)nc3ccccc3c2=O)c1,-1,9,0,-10,11,-4,-6,-9
Cc1nn(Cc2ccccc2)c(C)c1C(=O)OCC(=O)Nc1cc(S(C)(=O)=O)ccc1Cl,-4,19,1,2,-2,-1,2,6
CN(C)P(=O)(C(Cl)=C(N1CCCCC1)N1CCCCC1)N(C)C,-3,7,7,5,17,0,6,-15
CC(C)(C)C1(CCO)C(=O)NC(=S)NC1=O,-9,3,-3,-2,nt,nt,nt,-1
O=[N+]([O-])c1ccc(C2[C@H]3C(c4ccccc4)=NC4(CCCC4)N23)cc1 (some centres undefined),8,25,12,-3,-2,-3,-18,5
C=CCN1C(=O)NC(=O)/C(=C/c2ccc(OCC(=O)Nc3ccc(C)cc3)cc2)C1=O,4,-6,5,-8,11,1,-8,1
COP(=S)(OC)SCN1C(=O)c2ccccc2C1=O,5,7,0,4,11,-5,1,0
O=C1/C(=C\c2cccnc2)N2CCC1CC2,-16,2,-3,-8,12,-2,0,2
Cc1nn(Cc2ccccc2Cl)c(Cl)c1C(=O)OC(C(=O)NC(N)=O)C(C)C (centres undefined),7,9,4,3,-6,-2,10,6
Cc1ccccc1N1C(=O)NC(=O)/C(=C\c2cnn(-c3ccccc3)c2)C1=O,21,20,2,2,16,-2,-26,-1
Cc1cccc(N2C(=O)NC(=O)/C(=C\c3cc(C)n(-c4sc5c(c4C#N)CCCC5)c3C)C2=O)c1C,35,16,58*,-13,5,2,-16,11
C[C@]12CCCCC1=CC(=O)C1C2CC[C@@]2(C)C1C[C@@H](F)[C@@H]2O (some centres undefined),-3,4,0,-6,nt,nt,nt,1
CC12CC(c3ccccc3O1)C(C(=O)OCc1ccccc1)C(=O)N2 (centres undefined),-11,8,3,0,-3,2,3,-3
CCC(CC)N1CCN(Cc2nc3ccccc3c(=O)n2-c2ccc(F)cc2)CC1,-10,-1,25,5,16,-4,6,0
CC(C)(C)N1C(=O)NC(=O)/C(=C\c2ccc3c(c2)CCN3CCCCl)C1=O,-7,5,-9,-1,-4,3,-81,5
Cn1c(O)c(C=Nc2ccccc2)c(=O)n(C)c1=O,-5,5,5,1,2,1,-5,4
CC(=O)C1CCC2(O)C3CCC4=CC(=O)CCC4(C)C3CCC12C (centres undefined),1,4,2,-1,nt,nt,nt,-3
CC12CCC3C(CCC4(O)CC(O)CCC34C=NO)C1(O)CCC2C1=COC(=O)C1 (centres undefined),-7,0,8,-1,nt,nt,nt,2
COc1ccc(C(=O)N2CCCC2=O)cc1,0,13,1,2,-2,-3,8,-2
C[C@]12CCC3C(CC[C@H]4C[C@H](O)CC[C@]34C)C1CC(=O)[C@@H]2O (some centres undefined),4,7,-2,-4,19,-1,-3,4
O=C1CC(C(=O)N2CCC3(CC2)OCCO3)CN1CCc1ccccc1 (centres undefined),10,-15,17,0,1,-5,-7,-2
COc1ccc(NC(=O)N2CCC3(CC2)OCCO3)c(OC)c1,-2,3,20,-4,-2,-3,-2,12
FC(F)(F)c1ccc(CNCCc2ccc3c(c2)OCO3)cc1,5,8,-11,-8,16,-4,-2,6
Cc1ccccc1-n1c(C)nc2ccsc2c1=O,-8,-2,3,-5,1,2,-5,-5
O=[N+]([O-])c1cc(-n2cnnn2)c(O)c([N+](=O)[O-])c1,-1,11,1,8,24,-6,-14,0
COC(=O)C(O)(c1ccc(NC(=S)NC(=O)c2ccc(Cl)cc2Cl)c(C)c1)C(F)(F)F (centres undefined),7,13,5,19,-8,-1,-7,3
Cc1cc(C)cc(N2C(=O)NC(=O)/C(=C/c3cccn3-c3ccc(Cl)cc3)C2=O)c1,19,6,4,12,-15,9,-26,-6
Fc1cccc(F)c1CN1CCN(Cc2c(F)cccc2F)CC1,4,7,-5,-18,16,4,1,-2
COC(=O)C1=C(c2ccc(OC(F)(F)F)cc2)C[C@@H]2CC[C@H]1N2C(=O)N1CCOCC1,7,7,6,0,1,-4,2,4
Cc1ccc(-c2cc(C(F)F)n3ncc(C(=O)N4CCC5(CC4)OCCO5)c3n2)cc1,-3,-4,2,-5,24,-1,-8,-4
CCCCNC(=O)c1c(N)n(CCCOC)c2nc3ccccc3nc12,23,2,8,0,37,-8,3,0
CCN1C[C@]2(OC(=O)c3ccccc3NC(C)=O)CCC(OC)C34C5C[C@H]6C(OC)[C@]5(O)[C@](O)(C[C@@H]6OC)C(C[C@@H]32)[C@H]14 (some centres undefined),-9,2,-4,-3,-25,-2,8,0
CC12CCC(=O)C=C1C=CC1C2CCC2(C)C(O)CCC12 (centres undefined),-3,4,9,-5,nt,nt,nt,-4
CNS(=O)(=O)c1ccc(N=Cc2c(O)n(-c3ccccc3)c(=O)[nH]c2=O)cc1,5,1,5,-5,1,-1,-2,-4
COC(=O)C1=C(c2cccc(OC)c2OC)C[C@@H]2CC[C@H]1N2C(=O)N1CCCCC1,5,6,12,2,23,-1,4,-7
CN(C(=O)Oc1ccc(Cl)c2cccnc12)c1ccccc1,-3,1,6,-3,3,-1,18,3
Cc1ccc(OCCOc2cccc(C=C3C(=O)NC(=O)NC3=O)c2)c(C)c1,-5,-1,-118,-12,-17,1,-11,11
COc1ccc(C)cc1NC(=O)c1c(C)nn(Cc2ccccc2)c1Cl,5,23,-2,10,3,-2,-7,29
COc1ccc(/C=C/C(=O)c2c(O)n(CCC3=CCCCC3)c(=O)[nH]c2=O)cc1,-3,9,-1,1,-3,-3,4,7
Cc1ccc(N2C(=O)NC(=O)C(CCc3ccccn3)(Cc3ccc(F)cc3)C2=O)cc1 (centres undefined),-6,4,6,7,-43,0,-4,-4
Cc1cc(C)c2c(c1)-c1cc(C)nn1C(c1cccnc1)N2 (centres undefined),-2,11,-1,4,14,-2,9,-8
CCCCC(=O)N/N=C/c1c(O)n(Cc2ccco2)c(=O)[nH]c1=O,-8,-5,-2,-5,-49,0,-13,-12
COC(=O)C1=C(c2ccccc2OCc2ccccc2)C[C@@H]2CC[C@H]1N2C(=O)NCc1ccc(Br)cc1,27,17,17,12,3,-4,-2,-2

Taken from above, three compounds:
molecule,EBI2 antag,CCR6 antagonist,Gli-Sufu antag,CXCR6 inh,APJ antagonist,APJ agonist,UBC13 polyUb,ATG4B inh
CNS(=O)(=O)c1ccc(N=Cc2c(O)n(-c3ccccc3)c(=O)[nH]c2=O)cc1,5,1,5,-5,1,-1,-2,-4
COC(=O)C1=C(c2cccc(OC)c2OC)C[C@@H]2CC[C@H]1N2C(=O)N1CCCCC1,5,6,12,2,23,-1,4,-7
CN(C(=O)Oc1ccc(Cl)c2cccnc12)c1ccccc1,-3,1,6,-3,3,-1,18,3

Next compounds
molecule,EBI2 antag,CCR6 antagonist,Gli-Sufu antag,CXCR6 inh,APJ antagonist,APJ agonist,UBC13 polyUb,ATG4B inh
O=C(c1ccccc1F)c1cn(CC(=O)N2CCCC2)c2ccccc12,-4,-2,-5,-2,-6,0,-13,1
Cc1cccc(CN2CCN(C(=O)Cc3ccccc3)CC2)c1,9,0,13,-9,12,0,2,-6
COc1cc(CN2C(=O)NC(=O)C3(Cc4cc(C)ccc4N(C)C3)C2=O)cc(OC)c1 (centres undefined),9,-1,-2,-7,12,-1,3,-11
CCCCCn1c(=O)c(C(=O)NCc2ccco2)c(O)c2ccccc21,-4,-1,4,9,-1,0,30,3
COC(=O)N(c1ccccc1)P(=O)(Oc1ccccc1)Oc1ccccc1,9,8,-1,7,-8,-3,-4,-4
ClCC(Br)CBr (centres undefined),-3,2,-11,3,-6,-4,7,-7
CCOC(=O)C(O)(c1ccc(N(CC)C(=O)OC)cc1)C(F)(F)F (centres undefined),-6,17,-7,6,18,0,-1,-5
O=CC(Cl)P(=O)(N1CCOCC1)N1CCOCC1 (centres undefined),11,4,-1,-1,-6,0,-6,-9
CCOc1cc(CNCCc2cccc(F)c2)ccc1OC,5,16,-1,6,8,-2,-1,-4
Cc1ccc(CN2CCCN(Cc3ccc(Cl)cc3)S2(=O)=O)cc1,-3,9,-2,1,-1,-1,-1,-9
COC(=O)C1=C(c2ccc(-c3ccccc3)c(F)c2)C[C@@H]2CC[C@H]1N2C(=O)NCCOc1ccc(OC)cc1,54*,12,20,12,7,-2,10,0
Cc1onc(-c2c(Cl)cccc2Cl)c1/C(N)=N/OC(=O)N(C)C,-5,3,-3,0,5,1,5,-1
Cc1ccccc1-c1nc(CS(=O)CC(=O)N2CCC3(CC2)OCCO3)c(C)o1 (centres undefined),-10,-30,7,0,3,-1,4,-2
CCOC(=O)c1cc(C(O)(C(=O)OC)C(F)(F)F)c(/N=C/N(C)C)o1 (centres undefined),-2,5,-4,-1,9,-3,-10,8
COC(=O)NC(=S)Nc1ccccc1NC(=S)NC(=O)OC,-4,18,-3,8,nt,nt,nt,3
CCN(CC)CCCN=C(C)c1c(O)n(C2CCCCC2)c(=O)[nH]c1=O,-1,-8,10,-1,19,-1,-6,9
CC(C)(C)C(=O)N1Cc2ccccc2-n2nncc2C1,-9,-8,-2,15,nt,nt,nt,-1
CCN(CC)C1=NC(=[N+](CC)CC)c2ccccc21,-6,-1,79*,-3,26,-1,3,-1
CC1=CC(=O)C2=C(C)C[C@H](O)[C@@H]3[C@H](OC(=O)[C@H]3C)[C@@H]12,2,-5,3,-5,-5,-4,14,1
O=C1C(=O)c2ccccc2-c2ccccc21,-60,34,22,22,-3,37*,-160,85*
CCOC(=O)c1cc(C)n(CCc2cnc[nH]2)c1C,-5,-1,-10,-11,2,2,2,3
COC(=O)C1=C(c2cccc3c2S(=O)(=O)c2ccccc2-3)C[C@@H]2CC[C@H]1N2C(=O)N1CCOCC1,-5,0,-7,0,-5,-3,0,-8
COc1ccc(NC(=O)CN2C3CCC2CC(O)(c2cccnc2)C3)cc1OC (centres undefined),-4,-7,-2,-7,9,5,-9,-11

High-throughput results from PubChem BioAssay.

These rows are one share of the data; the hit share may differ from the screen's.
